BLM helicase inh – qHTS Assay for Inhibitors of Bloom's syndrome helicase (BLM) | RecQ-like DNA helicase BLM (Homo sapiens), P54132 | recombinant BLM DNA unwinding, fluorescence dequenching | Potency, µM (top dose mostly 56.1 µM), for inactives: at the top dose activity change, negative = inhibition, most hits filed as inhibitors | hit rate 0.2% among 350,000;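 further: plate controls were vehicle for no effect and no enzyme for full effect; nearly all actives have a fitted effect of over 35% in size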
Pol beta inh – qHTS Assay for Inhibitors of DNA Polymerase Beta; P06746; Pol beta primer extension/strand displacement, fluorescence kinetic; Potency, µM (highest dose often 114 µM), for the others: at the top dose activity change, negative = inhibition, most hits filed as inhibitors; hit rate 1.3% among 340,000; further: on the % scale 0 is the no-effect control and ±100 the full control effect
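10 nM enzyme + cpd, 15 min RT; start with substrate 50 nM final; read 0 min and after 10 min RT. Corrected, normalized data; 4-parameter Hill curve fit.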
Anesthetic bind – qHTS Assay for Identification of Novel General Anesthetics | Ferritin light chain (Equus caballus), P02791 | apoferritin/1-aminoanthracene competitive binding, fluorescence | Potency, µM (titrated, usually from 77.5 µM), inactives show at the top dose activity change, negative = displacement, actives largely listed as inhibitors | hit rate 0.074% among 350,000; further: on the % scale 0 is the no-effect control and ±100 the full control effect; nearly all actives have a fitted effect of over 20% in size
Target sequence (P02791 2-175 limits assumed): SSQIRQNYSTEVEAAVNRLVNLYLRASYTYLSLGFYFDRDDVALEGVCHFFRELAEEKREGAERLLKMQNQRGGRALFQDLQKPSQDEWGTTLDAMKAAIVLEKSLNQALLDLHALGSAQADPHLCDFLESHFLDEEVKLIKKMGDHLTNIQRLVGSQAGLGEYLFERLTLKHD
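Read-out: endpoint 1-AMA fluorescence, excitation 380 nm and emission 535 nm, after compounds sit 10 min at room temperature with 10 uM horse-spleen apoferritin in 50% saturated 1-AMA/PBS. Values come from four-parameter Hill fits.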
APEX1 inh – qHTS Assay for Inhibitors of the Human Apurinic/apyrimidinic Endonuclease 1 (APE1) | Potency, µM (doses to about 65.8 µM), inactives show at the highest dose activity change, negative = inhibition, actives largely listed as inhibitors | recombinant APE1, TAMRA/BHQ-2 abasic DNA cleavage fluorescence | DNA repair nuclease/redox regulator APEX1 (Homo sapiens), P27695 | AID 2517, 2012 | hit rate 0.35% among 350,000;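 further: plate controls were vehicle for no effect and reference inhibitor for full effect; nearly all actives have a fitted effect of over 55% in size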
Target sequence (P27695 whole entry, looked up): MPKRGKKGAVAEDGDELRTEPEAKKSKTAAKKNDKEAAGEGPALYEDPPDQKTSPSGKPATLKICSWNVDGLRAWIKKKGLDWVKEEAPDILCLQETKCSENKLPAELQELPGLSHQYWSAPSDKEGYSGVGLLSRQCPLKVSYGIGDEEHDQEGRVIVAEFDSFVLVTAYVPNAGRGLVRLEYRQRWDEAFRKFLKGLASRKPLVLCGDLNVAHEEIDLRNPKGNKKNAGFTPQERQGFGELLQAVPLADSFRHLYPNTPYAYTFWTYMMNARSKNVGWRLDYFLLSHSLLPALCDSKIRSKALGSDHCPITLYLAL
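Quantitative HTS: incision of a TAMRA/BHQ-2 double-stranded substrate bearing a tetrahydrofuran abasic site by 0.75 nM APE1 raises fluorescence. Substrate 50 nM final, added after 15 min compound preincubation at room temperature; progress as third-minus-first kinetic read difference.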
POLK inh – qHTS for Inhibitors of Polymerase Kappa; hit rate 0.53% among 400,000; purified Pol kappa, fluorescent DNA synthesis assay, 10 min; Potency, µM (highest dose often 107 µM), for inactives: top-dose activity, negative = inhibition, usual class: inhibitors; AID 588579, 2011; DNA polymerase kappa (Homo sapiens), Q9UBT6; further: on the % scale 0 is the no-effect control and ±100 the full control effect
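Kinetic fluorescence readout at 0 and 10 min followed reaction start with substrate at 50 nM final. Beforehand, enzyme (10 nM Pol kappa) stood 15 min with compound at room temperature; buffer-only wells were negative controls.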
G9a block – qHTS Assay for Inhibitors of Histone Lysine Methyltransferase G9a | AID 504332, 2011 | Histone-lysine N-methyltransferase EHMT2 (Homo sapiens), Q96KQ7 | Potency, µM (top dose mostly 102 µM), for inactives: at the highest dose activity, negative = inhibition, usual class: inhibitors | G9a H3K9 monomethylation, AlphaScreen, 2 h | hit rate 8.8% among 350,000; further: on the % scale 0 is the no-effect control and ±100 the full control effect; nearly all actives have a fitted effect of over 75% in size
Target sequence (Q96KQ7 913-1193 limits assumed): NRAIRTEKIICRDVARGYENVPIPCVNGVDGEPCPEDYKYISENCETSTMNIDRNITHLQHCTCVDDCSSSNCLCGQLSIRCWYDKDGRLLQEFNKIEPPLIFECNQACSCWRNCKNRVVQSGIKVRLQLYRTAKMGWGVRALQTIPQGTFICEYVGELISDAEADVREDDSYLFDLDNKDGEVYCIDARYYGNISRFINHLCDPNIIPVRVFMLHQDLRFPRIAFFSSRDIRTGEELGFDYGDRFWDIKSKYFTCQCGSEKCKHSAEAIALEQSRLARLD
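Readings reflect AlphaScreen signal from monomethyl-H3K9 antibody detection. HMT at 20 nM; substrate b-H3K9 500 nM; cofactor SAM 20 uM; 2 h RT reaction; compounds tested as titrations in qHTS with 15 min preincubation.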
Pol eta inh – qHTS for Inhibitors of Polymerase Eta. DNA polymerase eta (Homo sapiens), Q9Y253. recombinant Pol eta, fluorescent DNA replication assay. Potency, µM (titrated, usually from 114 µM), without a hit: at the top dose activity change, negative = inhibition, usual class: inhibitors. hit rate 1.2% among 390,000; further: on the % scale 0 is the no-effect control and ±100 the full control effect
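Pol eta at 10 nM preincubated with compounds 15 min at room temperature; reaction started with fluorescent substrate (50 nM final) and read kinetically at 0 and 10 min.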
POLI inh – qHTS for Inhibitors of Polymerase Iota. Pol iota fluorescent replication assay, 10 min. hit rate 1% among 390,000. AID 588590, 2011. DNA polymerase iota (Homo sapiens), Q9UNA4. Potency, µM (series often up to 115 µM), for the others: top-dose activity, negative = inhibition, hits mostly inhibitors
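Fluorescent replication assay read twice, at 0 min and 10 min after adding 50 nM (final) substrate. Enzyme (10 nM) and compounds were first incubated 15 min at room temperature; enzyme-free buffer wells were negative controls.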
BAZ2B block – qHTS Assay for Inhibitors of BAZ2B | Bromodomain adjacent to zinc finger domain protein 2B (Homo sapiens), Q9UIF8 | AlphaScreen BAZ2B-H3K14Ac peptide displacement | Potency, µM (top dose mostly 114 µM), for the others: at the highest dose activity change, negative = inhibition, actives largely listed as inhibitors | hit rate 4.4% among 360,000; further: on the % scale 0 is the no-effect control and ±100 the full control effect; nearly all actives have a fitted effect of over 60% in size
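Compounds, titrated to a top concentration of 110 uM, were incubated 30 min at room temperature with preformed BAZ2B/acetyl-K14 H3 peptide complex (50 nM each). Proximity signal was measured by AlphaScreen after 20 min with beads.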
* marks the source's active call; other numbers are inactive results; ? = inconclusive; nt = not tested or not shown; [ ] = remark or other dose. The call rests on the fitted dose curve; in most records, active means well fitted curve in the direction sought with a large enough effect; inconclusive means small, poorly fitted or top-dose-only effect, or another doubt; inactive means no such curve, though single readings can be large; an effect the other way counts as inactive or inconclusive. Potency means the concentration at half of the fitted maximal effect. Some of the compounds tested (hit frequency here may not be typical).

Keys – A = BLM helicase inh; B = Pol beta inh; C = Anesthetic bind; D = APEX1 inh; E = POLK inh; F = G9a block; G = Pol eta inh; H = POLI inh; I = BAZ2B block
Cc1[nH]c2ccccc2c1C(=O)C(=O)N1CC(C)OC(C)C1 (stereo unspecified)
  A = -4%; B = 0%; C = -5%; D = 16%; E = -7%; F = 41%; G = -5%; H = 17%; I = -15%

Cn1cnnc1SCC(=O)Nc1ccc(Cl)c(S(=O)(=O)N2CCOCC2)c1
  A = -14%; B = 1%; C = -5%; D = ?; E = -1%; F = 4%; G = -14%; H = -4%; I = 0%

CC(C)CN(C(=O)COC(=O)CSc1ccccc1F)c1c(N)n(Cc2ccccc2)c(=O)[nH]c1=O
  A = nt; B = nt; C = nt; D = 5%; E = -9%; F = 16%[0.501 µM]; G = -7%; H = 34%[activator]; I = -5%

COC(=O)Nc1ccc(S(=O)(=O)Nc2ccc(C)cc2)cc1
  A = -1%; B = -1%; C = -15%; D = -1%; E = nt; F = -70%; G = nt; H = nt; I = 5%

Cc1ccc(N2CCCn3c2nc2c3c(=O)n(CC(=O)OCc3ccccc3)c(=O)n2C)cc1C
  A = 0%; B = 34%; C = -11%; D = -5%; E = nt; F = ?; G = nt; H = nt; I = -8%

COc1ccc(OC)c(-c2nc(Nc3ccccc3C)sc2CC(=O)O)c1
  A = 0%; B = 14%; C = -4%; D = nt; E = 4%; F = ?; G = -18%; H = -15%; I = -27%

Cc1ccc(C)c(N2CCN(c3cnn(-c4nc5ccccc5s4)c(=O)c3Cl)CC2)c1
  A = -3%; B = -20%; C = -7%; D = 4%; E = -6%; F = -4%[59 µM]; G = -13%; H = 13%; I = 1%

COc1ccc(NC(=O)CNS(=O)(=O)c2cccc3nonc23)c(OC)c1
  A = -8%; B = -2%; C = 6%; D = 0%; E = -2%; F = ?; G = 3%; H = 5%; I = -11%

CC(=O)c1ccc(NC(=S)N2c3ccccc3CC2C)cc1 (stereo unspecified)
  A = -3%; B = 0%; C = -8%; D = -5%; E = -13%; F = ?; G = -25%; H = 33%[activator]; I = -26%

O=C(COC(=O)CNC(=O)c1ccccc1)Nc1ccc(Cl)cn1
  A = nt; B = nt; C = nt; D = 41%; E = -1%; F = nt; G = -8%; H = 24%; I = nt

COc1cc(CCC(=O)N2CCN(c3ccc([N+](=O)[O-])cc3)CC2)cc(OC)c1OC
  A = 0%; B = 2%; C = -6%; D = 49%; E = 13%; F = 1%; G = -6%; H = -15%; I = -24%

CSc1ccc(C#N)cc1NC(=O)c1ccccc1C
  A = -2%; B = 4%; C = -3%; D = 12%; E = 1%; F = -2%; G = -4%; H = 94%[activator]; I = 0%

CCC(C)Sc1nc2c(c(=O)[nH]c(=O)n2C)n1Cc1ccccc1Cl (stereo unspecified)
  A = 1%; B = -2%; C = -12%; D = 6%; E = 2%; F = 25µM*; G = -16%; H = 21%; I = -14%

CN(C)S(=O)(=O)c1ccc2c(c1)N(CC(=O)NCc1ccccc1)C(=O)C1CCCCN21 (stereo unspecified)
  A = 4%; B = 22%; C = 4%; D = nt; E = -5%[60.1 µM]; F = 5%[59 µM]; G = -22%; H = 29%; I = -1%

Cc1sc2ncnc(N3CCC(C(=O)Nc4ccc(F)cc4Cl)CC3)c2c1C
  A = nt; B = nt; C = nt; D = -4%; E = 9%; F = -23%[12.7 µM]; G = -4%; H = 3%; I = 0%

Cn1c(=O)c2c(ncn2CCOc2ccc(Br)cc2)n(C)c1=O
  A = -3%; B = 36%; C = -3%; D = 35%; E = 8%; F = 5%; G = 1%; H = 51%[activator]; I = 2%

Cc1c(C(=O)NCc2ccco2)oc2c(Cl)cccc12
  A = nt; B = nt; C = nt; D = 5%; E = 0%; F = -3%[59 µM]; G = -21%; H = 39%[activator]; I = 9%

c1csc(COc2ccccc2CNC2CCCCC2)c1
  A = 3%; B = 4%[57.1 µM]; C = -9%; D = -2%; E = -5%; F = ?; G = -9%; H = -5%; I = 10%

COc1ccc(NC(=S)N2CCC(NC(=O)c3ccccc3C)CC2)cc1
  A = -4%; B = 24%; C = 7%; D = 5%; E = -2%; F = 20%; G = -15%; H = 39%[activator]; I = -6%

O=C(O)c1cc(Br)ccc1NS(=O)(=O)c1cccc2nsnc12
  A = -2%; B = 0%; C = -13%; D = -3%; E = 0%; F = -16%[59 µM]; G = -17%; H = 43%[activator]; I = -9%

Two compounds drawn at random from the list so far, as already listed:
Keys – A = BLM helicase inh; B = Pol beta inh; C = Anesthetic bind; D = APEX1 inh; E = POLK inh; F = G9a block; G = Pol eta inh; H = POLI inh; I = BAZ2B block
c1csc(COc2ccccc2CNC2CCCCC2)c1
  A = 3%; B = 4%[57.1 µM]; C = -9%; D = -2%; E = -5%; F = ?; G = -9%; H = -5%; I = 10%

CCC(C)Sc1nc2c(c(=O)[nH]c(=O)n2C)n1Cc1ccccc1Cl (stereo unspecified)
  A = 1%; B = -2%; C = -12%; D = 6%; E = 2%; F = 25µM*; G = -16%; H = 21%; I = -14%

Next results.
Keys – A = BLM helicase inh; B = Pol beta inh; C = Anesthetic bind; D = APEX1 inh; E = POLK inh; F = G9a block; G = Pol eta inh; H = POLI inh; I = BAZ2B block
COc1ccccc1-n1c(=O)c(C#N)c(-c2ccc([N+](=O)[O-])cc2)c2cc(C(=O)c3ccccc3O)cnc21
  A = -5%; B = 47%; C = -3%; D = -2%; E = -1%; F = nt; G = -10%; H = 53%[activator]; I = -31%

Cc1nn2c(-n3ccnc3)c3c(nc2c1-c1ccccc1)CCC3
  A = -3%; B = -1%; C = -8%; D = 0%; E = -6%; F = 17%[59 µM]; G = 8%; H = -2%; I = 7%

CCOC(=O)C1=CCC2c3c(c4ccccc4n3C)C(=O)C1N2C(=O)OC(C)(C)C (stereo unspecified)
  A = nt; B = nt; C = nt; D = -7%; E = 0%; F = 16%[0.501 µM]; G = -20%; H = -12%; I = 6%

COc1ccc(CCNC(=O)C(=O)NCC(c2cccs2)S(=O)(=O)c2ccc(C)cc2)cc1 (stereo unspecified)
  A = 1%; B = 0%; C = -2%; D = nt; E = 0%[60.1 µM]; F = 6%[59 µM]; G = -9%; H = -4%; I = 2%

CC(C)(C)N(Cc1ccccc1)C(=O)COc1cccnc1[N+](=O)[O-]
  A = -3%; B = 13%; C = 3%; D = 18%; E = 1%; F = 6%; G = -10%; H = 48%[activator]; I = -11%

Oc1cccc(C(Nc2nccs2)c2ccc3cccnc3c2O)c1 (stereo unspecified)
  A = -10%; B = ?; C = -13%; D = -6%; E = -6%; F = ?; G = -10%; H = 95%[activator]; I = 28µM*

CCOC(=O)c1[nH]c2ccc(Br)cc2c1NC(=O)CCN1CCC(C)CC1
  A = 3%; B = 6%; C = ?; D = -4%; E = -18%; F = 15%[59 µM]; G = 0%; H = 23%; I = 12%

O=C(NCCc1ccc(Cl)cc1)c1cnc2n(c1=O)CCS2
  A = -4%; B = 2%; C = -10%; D = -2%; E = -10%; F = 45µM*; G = -19%; H = 34%[activator]; I = 11%

CCCC1=C(C(=O)OCC)C(c2sccc2C)n2ncnc2N1 (stereo unspecified)
  A = -12%; B = 4%; C = 3%; D = ?; E = -2%; F = nt; G = 0%; H = -13%; I = -18%

O=C(Nc1ccc(S(=O)(=O)NCc2ccco2)cc1)c1ccc(F)cc1
  A = -4%; B = -30%; C = -4%; D = -26%; E = ?; F = ?; G = -2%; H = ?; I = ?

CC1CC(=O)NN=C1c1ccc(NCCO)c([N+](=O)[O-])c1 (stereo unspecified)
  A = -4%; B = 13%; C = -3%; D = -3%; E = 3%; F = -31%; G = -8%; H = -11%[58.9 µM]; I = 3%

CC1(C)NC(=O)N(CC(=O)OCc2cc(=O)n3cc(Br)ccc3n2)C1=O
  A = 0%; B = 7%; C = -8%; D = -4%; E = 8%; F = 0%; G = -14%; H = 159%[activator]; I = nt

O=S(=O)(c1cccc(NC(=S)N2CCN(c3cccc(Cl)c3)CC2)c1)C(F)F
  A = -8%; B = 1%; C = -4%; D = ?; E = -4%; F = -9%; G = -20%; H = 25%; I = -37%

O=C(c1cccc(S(=O)(=O)N2CCCCC2)c1)N(CCc1ccccc1)Cc1ccccc1
  A = nt; B = nt; C = nt; D = 19%; E = -15%; F = -34%; G = -25%; H = 10%; I = 2%

O=C(COC(=O)C1CC(O)CN1S(=O)(=O)c1ccc(Cl)cc1)c1ccccc1Cl (stereo unspecified)
  A = -1%; B = 28%; C = -6%; D = -1%; E = -11%; F = 4%[59 µM]; G = -17%; H = 34%[activator]; I = 0%

O=S1(=O)c2ccc(Br)cc2N2CCC[C@H]2CN1Cc1ccccc1
  A = nt; B = nt; C = nt; D = -9%; E = -4%; F = nt; G = -5%; H = 10%; I = nt

CCCCC(=O)Nc1ccccc1N1CCN(c2ccc(F)cc2)CC1
  A = -7%; B = 1%; C = 4%; D = 23%; E = -6%; F = 10%; G = -14%; H = 128%[activator]; I = -22%

CCOC(=O)C(=O)Nc1nccs1
  A = 1%; B = 3%; C = -3%; D = 12%; E = 2%; F = nt; G = -4%; H = -15%; I = ?

O=C(Nc1nc(SCc2ccc(F)cc2)ns1)c1ccco1
  A = -10%; B = 29%; C = 0%; D = 12%; E = -2%; F = 1%[59 µM]; G = 0%; H = 1%; I = -5%

4 of the entries above in order of the POLK inh value, descending:
| compound | POLK inh |
| --- | --- |
| CC1CC(=O)NN=C1c1ccc(NCCO)c([N+](=O)[O-])c1 (stereo unspecified) | 3% |
| O=C(Nc1nc(SCc2ccc(F)cc2)ns1)c1ccco1 | -2% |
| CCCCC(=O)Nc1ccccc1N1CCN(c2ccc(F)cc2)CC1 | -6% |
| O=C(c1cccc(S(=O)(=O)N2CCCCC2)c1)N(CCc1ccccc1)Cc1ccccc1 | -15% |

Assay outcomes deposited in PubChem BioAssay by National Center for Advancing Translational Sciences (NCATS).
